Bioassay records: PubChem BioAssay, National Center for Advancing Translational Sciences (NCATS)
NTMT1 inhibitor – Primary qHTS for Inhibitors of N-terminal methyltransferase 1 (NTMT1): MTaseGlo Assay; N-terminal Xaa-Pro-Lys N-methyltransferase 1 (Homo sapiens), Q9BV86; NTMT1 MTase-Glo SAH luminescence, purified enzyme; Potency, µM (highest dose often 114 µM), without a hit: at the highest dose activity change, negative = inhibition, actives largely listed as inhibitors; actives 2.5% (n = 59,000); AID 1645870, 2021;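 note: potency is the fitted concentration of half-maximal effect; plate controls were DMSO vehicle for no effect and no enzyme for full effect; nearly all actives have a fitted effect of over 65% in size; many of its hits are not listed in these tables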
GALK inh – qHTS Assay for Inhibitors of Human Galactokinase (GALK): NCGC Sytravon Library Screen; P51570; recombinant GALK, Kinase-Glo ATP luminescence, 1 h; Potency, µM (titrated, usually from 57.5 µM), inactives show top-dose activity, negative = inhibition, usual class: inhibitors; 44,000 tested, under 10 active;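 note: plate controls were full GALK reaction for no effect and reaction lacking GALK for full effect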
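5 nM GALK with 35 µM ATP and 100 µM galactose in HEPES pH 8.0, MgCl2, NaCl, DTT, BSA; 1 h RT reaction, remaining ATP detected by Kinase-Glo Plus luminescence after 10 min; qHTS concentration series.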
p53null 39C kill – qHTS Screen for Compounds that Selectively Target Cancer Cells with p53 Mutations: Cytotoxicity of p53 Null Cells at the Nonpermissive Temperature; actives 0.97% (n = 55,000); H1299 p53-null (neo) cells, 39C, ATPlite viability, 24 h; Potency, µM (highest dose often 46.1 µM), for the others: top-dose activity, negative = cell killing, hits mostly cytotoxic;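 note: potency is the fitted concentration of half-maximal effect; 0% = DMSO only and -100% = full killing by 100 µM tamoxifen; nearly all actives have a fitted effect of over 50% in size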
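Following overnight plating at 37C (600 cells/well), H1299-neo or H1299-p53A138V cells are dosed up to 46 uM. Incubation lasts 24 hr at 39C before ATP detection.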
p53null 32C kill – qHTS Screen for Compounds that Selectively Target Cancer Cells with p53 Mutations: Cytotoxicity of p53 Null Cells at the Permissive Temperature. H1299-neo p53 null cells, ATP luminescence, 24 h, 32C. actives 0.62% (n = 55,000). Potency, µM (series often up to 46.1 µM), for the others: at the top dose activity change, negative = cytotoxicity, most hits filed as cytotoxic. AID 903, 2007;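 note: potency is the fitted concentration of half-maximal effect; 0% = DMSO only and -100% = full killing by 100 µM tamoxifen; nearly all actives have a fitted effect of over 55% in size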
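H1299-neo, 600 cells/well; overnight 37C; cpd up to 46 uM, 24 h at 32C; ATPlite luminescence after 20 min RT; normalized to DMSO (0%) and tamoxifen 100 uM (100% kill); Hill-fit AC50.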
FH mod – Identification of activators of human fumarate hydratase by quantitative high-throughput screening; Fumarate hydratase, mitochondrial (Homo sapiens), P07954; FH coupled MDH/diaphorase resazurin fluorescence, 15 min; Potency, µM (series often up to 79.9 µM), for inactives: at the highest dose activity change, negative = inhibition, most hits filed as inhibitors; actives 0.22% (n = 54,000); AID 1347055, 2019; note: potency is the fitted concentration of half-maximal effect; % is set by controls: 0 for no effect and ±100 for the full control effect; the screen sought activators but most active calls are inhibition curves; nearly all actives have a fitted effect of over 45% in size
Target sequence (P07954 whole entry, looked up): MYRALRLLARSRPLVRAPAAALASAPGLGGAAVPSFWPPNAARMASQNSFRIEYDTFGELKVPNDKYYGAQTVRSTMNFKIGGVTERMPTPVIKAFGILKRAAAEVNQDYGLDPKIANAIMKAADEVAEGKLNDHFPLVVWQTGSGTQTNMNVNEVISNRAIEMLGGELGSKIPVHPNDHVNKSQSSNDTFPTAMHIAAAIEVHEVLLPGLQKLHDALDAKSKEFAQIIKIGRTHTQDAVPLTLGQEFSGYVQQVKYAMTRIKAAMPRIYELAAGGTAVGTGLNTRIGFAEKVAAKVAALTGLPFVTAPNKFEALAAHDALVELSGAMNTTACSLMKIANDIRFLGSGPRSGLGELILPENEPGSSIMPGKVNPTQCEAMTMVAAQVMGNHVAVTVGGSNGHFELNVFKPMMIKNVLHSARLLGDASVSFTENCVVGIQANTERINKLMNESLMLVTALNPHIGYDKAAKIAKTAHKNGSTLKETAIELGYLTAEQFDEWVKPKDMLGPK
TSG101-PTAP inh – qHTS Validation Assay for Inhibitors of HIV-1 Budding by Blocking the Interaction of PTAP/TSG101: Sytravon Library Screen. Fluorescence polarization, FITC-PTAP peptide/Tsg101, 20 min. 44,000 tested, under 10 active. Tumor susceptibility gene 101 protein (Homo sapiens), Q99816. Potency, µM (highest dose often 115 µM), for the others: at the top dose activity change, negative = inhibition, hits mostly inhibitors; note: potency is the fitted concentration of half-maximal effect; 0% is about no effect
Target sequence (Q99816 whole entry, looked up): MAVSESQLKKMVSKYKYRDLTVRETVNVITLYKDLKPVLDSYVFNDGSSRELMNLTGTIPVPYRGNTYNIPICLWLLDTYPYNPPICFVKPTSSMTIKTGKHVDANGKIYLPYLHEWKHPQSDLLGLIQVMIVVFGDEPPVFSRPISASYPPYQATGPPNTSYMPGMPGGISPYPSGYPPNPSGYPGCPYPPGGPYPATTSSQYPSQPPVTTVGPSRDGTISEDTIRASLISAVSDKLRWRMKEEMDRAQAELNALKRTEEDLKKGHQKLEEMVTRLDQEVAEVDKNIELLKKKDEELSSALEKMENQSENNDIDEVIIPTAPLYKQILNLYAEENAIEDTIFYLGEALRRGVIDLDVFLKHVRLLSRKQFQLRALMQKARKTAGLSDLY
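Compounds pinned into 10 uM Tsg101 binding domain, then 50 nM FITC-PTAP peptide added in pH 7.5 HEPES buffer; FP read after 20 min, room temperature. Total S+P intensity flags fluorescent compounds; active cut-off <25 µM, efficacy <60%.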
B2AR arrestin ag – qHTS assay of beta-arrestin-biased ligands of beta2-adrenergic receptor: NCGC Sytravon Library Screen | HTLA Tango cells, beta-arrestin recruitment, luciferase luminescence, 18 h | 44,000 tested, under 10 active | Beta-2 adrenergic receptor (Homo sapiens), P07550 | Potency, µM (titrated, usually from 46.1 µM), without a hit: top-dose activation, actives largely listed as activators;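 note: potency is the fitted concentration of half-maximal effect; 0% = DMSO and full agonism = EC100 isoproterenol or metaproterenol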
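Receptor–beta-arrestin recruitment read by tTA-responsive luciferase: compound titrations (up to 46 µM) incubated 18 h with Tango cells, then luminescent substrate 15 min at room temperature. Concentration-response fits classified by r2, efficacy and activity.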
* hit, by the source's call; ? = inconclusive; [ ] = dose if it differs, or a comment. Calls come from the whole dose curve; as a rule, active = well fitted curve in the direction sought with a large enough effect; inconclusive = small, poorly fitted or top-dose-only effect, or another doubt; inactive = no such curve, though single readings can be large; an effect the other way counts as inactive or inconclusive.

canonical_smiles	NTMT1 inhibitor	GALK inh	p53null 39C kill	p53null 32C kill	FH mod	TSG101-PTAP inh	B2AR arrestin ag
Cc1ccc(S(=O)(=O)C(CNS(=O)(=O)c2ccc(F)c(C)c2)c2cccs2)cc1 (stereo unspecified)	-28%	0%	18%	9%	-15%	-1%	-4%
COc1cccc(CNC(=O)CCCN2C(=O)CSc3c2c(C)nn3-c2ccccc2)c1	-7%	2%	-15%	-3%	-20%	1%	0%
COc1ccc(CNC(=O)C(=O)NCC(c2ccco2)S(=O)(=O)c2ccc(Cl)cc2)cc1 (stereo unspecified)	-20%	-2%	3%	2%	-11%	2%	0%
Cc1ccc(NC(=O)NCCOCCn2c(=O)oc3ccccc32)cc1C	7%	4%	-24%	-9%	-6%	0%	-1%
O=C(NCCc1ccccc1)c1cc(Sc2ccc(F)cc2F)nc2ccccc12	-3%	2%	-5%	-4%	-2%	-1%	0%
CCCCN(CC)C(=O)CCNS(=O)(=O)c1ccc2c(c1)c(=O)n(C)c(=O)n2C	20%	3%	22%	-8%	-7%	-2%	-2%
Cc1oc2ncn(C)c(=O)c2c1C(=O)NCCCN1CCCCC1C (stereo unspecified)	17%	3%	-9%	-3%	5%	-5%	0%
Cc1ccc(NC(=O)Cn2c(=O)n(CCCCC(=O)NCCc3ccc(Cl)cc3)c(=O)c3ccccc32)cc1	1%	-3%	-18%	4%	-3%	0%	1%
Cc1cc(C)cc(-n2c(SCC(=O)N3CCCCC3)nc3c([nH]c4ccccc43)c2=O)c1	7%	-5%	12%	-2%	8%	-2%	0%
O=C(c1ccc2c(Cl)c3c(nc2c1)CCCC3)N1CCN(c2cccc(Cl)c2)CC1	-8%	7%	1%	-8%	?	-1%	1%
COc1c(C)cc(S(=O)(=O)NCCc2c(C)[nH]c3ccccc23)c(C)c1C	-1%	7%	2%	-5%	-36%	2%	0%
Cc1noc(C)c1S(=O)(=O)N(CC(=O)NCCc1ccccc1)c1ccc(C(C)C)cc1	6%	0%	-1%	7%	-2%	0%	0%
CCOc1ccc(N2CC(NC(=O)c3ccc(Cl)cc3)CC2=O)cc1 (stereo unspecified)	-1%	-5%	-9%	8%	1%	-1%	-3%
Cc1ccc(-c2c(C(=O)N3CCN(c4cccc(C)c4C)CC3)oc(=O)c3ccccc23)cc1	6%	-2%	10%	15%	-11%	1%	1%
COc1ccc(C)cc1NC(=O)C1COc2ccccc2C1 (stereo unspecified)	10%	1%	17%	5%	-4%	-3%	0%
COc1ccccc1CNC(=O)Cn1cc2c(n1)-c1c(oc(C(=O)N3CCOCC3)c1C)CC2	-4%	3%	-1%	-6%	-9%	-6%	-1%
Cc1cc(Nc2ccc(Cl)cc2)n2cnnc2n1	6%	-11%	-18%	1%	-37%	1%	-1%
CCN(Cc1ccccc1)Cc1c(O)ccc2c(=O)c(-c3ccccc3Cl)coc12	-6%	-2%	10%	5%	-6%	-2%	-2%
COCCNc1ccc(-c2nc(-c3ccncc3)no2)cc1[N+](=O)[O-]	-16%	-12%	1%	-15%	-25%	1%	-4%
COc1ccccc1CNC(=O)c1cc2cc(C)ccc2n1C	7%	-1%	-16%	-21%	-5%	0%	-4%
COc1ccccc1NC(=O)c1sc2ncn(Cc3ccccc3Cl)c(=O)c2c1C	14%	1%	32%[activator]	11%	9%	-1%	1%
Cc1ccc(-c2nnc3ccccc3c2C(=O)Nc2ccc(C)c(F)c2)cc1	14%	-1%	-11%	-4%	8%	-1%	2%
Cc1ccc(-c2c(C(=O)Nc3ccccc3F)oc(=O)c3ccccc23)cc1	7%	2%	11%	-12%	-14%	-1%	1%
CCOc1ccc(CNS(=O)(=O)c2ccc(-c3coc(C)n3)cc2)cc1OC	-2%	-6%	21%	-2%	-6%	-3%	0%
COC(=O)c1cc2sccc2n1Cc1c(C)cc(C)cc1C	8%	-2%	-13%	-3%	-23%	-4%	1%

A run of entries of the results above, as a working copy:
canonical_smiles	NTMT1 inhibitor	GALK inh	p53null 39C kill	p53null 32C kill	FH mod	TSG101-PTAP inh	B2AR arrestin ag
CCOc1ccc(CNS(=O)(=O)c2ccc(-c3coc(C)n3)cc2)cc1OC	-2%	-6%	21%	-2%	-6%	-3%	0%
COC(=O)c1cc2sccc2n1Cc1c(C)cc(C)cc1C	8%	-2%	-13%	-3%	-23%	-4%	1%

New compounds follow.
canonical_smiles	NTMT1 inhibitor	GALK inh	p53null 39C kill	p53null 32C kill	FH mod	TSG101-PTAP inh	B2AR arrestin ag
Cc1nc(-c2ccc(F)cc2)sc1CCNC(=O)C(=O)Nc1ccc2c(c1)OCO2	-3%	1%	-7%	-7%	9%	-2%	0%
O=C(OCc1cc(=O)n2nc(-c3cccs3)sc2n1)c1ccc(Cl)cc1	-3%	-1%	20%	-1%	8%	0%	3%
COc1ccc(NC(=O)CN2C(=O)c3cccnc3Sc3ccccc32)cc1OC	?	1%	-26%	-6%	-12%	-4%	0%
Cc1ccccc1NC(=O)CSc1ccc(-c2cccs2)nn1	1%	3%	-22%	-15%	-24%	2%	0%
Cc1ccc2c(c1)c1c(c(=O)n(Cc3ccccc3)c(=O)n1Cc1cccc(C(F)(F)F)c1)n2C	-27%	1%	-13%	-5%	0%	-4%	-1%
CCc1ccc(NC(=O)CSc2ncc(S(=O)(=O)c3cc(C)ccc3C)c(=O)[nH]2)cc1	-12%	-1%	-11%	2%	?	-1%	1%
O=C(NCc1ccc(F)cc1)c1cc(Sc2ccc(F)cc2F)nc2ccccc12	-1%	-1%	-14%	-7%	-5%	-6%	-1%
Cc1cc(C)cc(C(=O)N2CC(=O)Nc3ccc(C)cc3C2c2ccccc2)c1 (stereo unspecified)	7%	-1%	19%	37%[activator]	-13%	0%	1%
Cc1nc(SCC(=O)Nc2ccccc2F)[nH]c(=O)c1Cc1ccccc1	6%	4%	-19%	-5%	-17%	8%	-2%
Cc1cc(C)cc(OCC(=O)Nc2ccc(-c3nc4ccccc4o3)cc2)c1	7%	2%	-22%	?	-1%	21%	0%
CCOc1cc(C(=O)Nc2ccc(-c3cn4cccnc4n3)cc2)cc(OCC)c1OCC	10%	-2%	-20%	-9%	-14%	2%	0%
Cc1ccc(C)c(Nc2nc3c(S(=O)(=O)c4ccc(Br)cc4)nnn3c3ccsc23)c1	7%	0%	25%	21%	-18%	-1%	5%
COc1ccc(NC(=O)CCn2nc(-c3ccccc3OC)c3c(C)cc(C)nc32)cc1	12%	-3%	-20%	8%	-14%	-6%	0%
COC(=O)c1ccc2c(=O)n(CCCCCC(=O)NCc3ccccc3)c(=O)[nH]c2c1	5%	-6%	18%	-4%	-4%	-5%	-3%
COc1cc(NC(=O)CSc2nc3nc(C)c(Cc4ccccc4Cl)c(C)n3n2)cc(OC)c1	15%	-1%	4%	5%	-17%	-4%	1%
CCc1cnc2c(c1SCC(=O)N1CCC(C)CC1)c(=O)n(C)c(=O)n2C	-3%	1%	0%	-1%	1%	-1%	-2%
O=C(CCC1N=C2c3ccccc3N=C(SCc3ccccc3F)N2C1=O)NCc1ccccc1 (stereo unspecified)	13%	2%	?	-1%	-24%	-2%	-1%
COC(=O)CC1c2cc(OC)c(OC)cc2CCN1C(=O)Nc1ccc(C)cc1Cl (stereo unspecified)	-29%	-1%	-6%	1%	-22%	0%	0%
CCOC(=O)c1ccc(-c2ccc(/C=C(\C#N)C(=O)Nc3ccc(C)cc3OC)o2)cc1	-7%	1%	-2%	-3%	-15%	4%	-1%
COC(=O)c1cccc(Nc2c(-c3cc(Br)ccc3O)nc3nc[nH]n23)c1	0%	3%	3%	-2%	-15%	-2%	0%
Cc1nn(CC(=O)NCc2ccc(N(C)C)cc2)c(=O)c2nn(-c3ccccc3)c(C)c12	?	-5%	-15%	-3%	-15%	0%	-1%
Cc1ccc(NC(=O)c2c(NC(=O)c3ccccc3Cl)sc3c2CCC3)cc1	-1%	0%	12%	17%	-8%	0%	0%
CCCC(=O)NC1CC(=O)N(c2ccc3c(c2)OCCO3)C1 (stereo unspecified)	15%	-7%	7%	-3%	-3%	-3%	0%
COc1cccc(CNC(=O)CSc2nc(=O)[nH]c3c2CCCC3)c1	-5%	0%	2%	6%	-4%	0%	-2%
Cc1ccc(Cl)cc1NC(=O)c1nnn(Cc2ccccc2)c1N	13%	1%	2%	-3%	-3%	-2%	0%
COc1ccccc1NC(=O)n1ncc2c(C)cccc21	-5%	3%	-16%	1%	-3%	-3%	-3%
Cc1c(C(=O)Nc2ccccc2)sc2nc(-c3cc4cc(Cl)ccc4oc3=O)[nH]c(=O)c12	-2%	-3%	1%	1%	-3%	5%	-1%
O=C(Oc1ccccc1Cl)c1cc(-c2ccc3c(c2)OCCO3)on1	2%	0%	?	20µM*	-26%	7%	-4%
Cc1cc(C)cc(NC(=O)c2cc(S(=O)(=O)N3CCC(C)CC3)cn2C)c1	89µM*	-1%	7%	-11%	3%	1%	-1%
CN(c1nnc(NC(=O)Nc2ccc(Br)cc2)s1)C1CCCCC1	12%	?	-5%	-1%	-6%	1%	-1%
O=c1ccc2cc(S(=O)(=O)Nc3ccc(F)c(Cl)c3)ccc2[nH]1	-6%	-6%	3%	6%	-9%	-1%	1%
Cc1cc(C)c2nc(NC(=O)c3ccc(S(=O)(=O)N4CCc5ccccc54)cc3)sc2c1	20%	4%	13%	1%	-4%	1%	0%
CN(C(=O)C1CCN(c2ncnc3c2nc2n3CCCCC2)CC1)c1ccccc1F	-1%	-4%	-9%	-2%	-7%	-1%	-1%
COC(=O)C(CCSC)NC(=O)Cn1ncc2c([nH]c3ccccc32)c1=O (stereo unspecified)	10%	2%	-6%	-2%	3%	2%	0%
Cc1ccc(S(=O)(=O)c2nc(-c3ccco3)oc2SCc2ccc(F)cc2)cc1	-26%	-1%	11%	20%	-8%	4%	1%
CCOc1ccccc1NC(=O)C1CCN(S(=O)(=O)c2cccc3nonc23)CC1	8%	4%	-2%	-1%	-11%	-1%	-2%

Not all compounds are listed, so the mix of outcomes need not match the whole.
